# Screens as filed in PubChem BioAssay.
# SR-BI DiI-HDL act – activators of SR-BI mediated HDL lipid uptake | actives 0.096% (n = 320,000) | activation, % at 12.5 µM | CHO ldlA[mSR-BI] cells, DiI-HDL uptake fluorescence, 3 h; 100 = double the neutral-control signal;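 active = mean replicate activation of at least 60% and every replicate at or above 60%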;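 also: 0% = median plate neutral-control signal and 100% = twice that signal; values of inactives mirror those of a sister screen read the other way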
#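 Test system: SR-BI-overexpressing, LDLR-lacking CHO cells; Also added: labelled HDL, 10 µg/mL; Measured by: bottom-read cell fluorescence after medium removal, ex 550/em 595 nm; Timing: 3 h uptake period with compound, 37 °C; Buffer or medium: F12, 0.5% BSA, 25 mM HEPES; Doses: single compound concentration, delivered by pin transfer.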
# Mot1-301 SUMO – SUMOylation pathway inhibition by Mot1-301 growth rescue. S. cerevisiae Mot1-301 growth rescue, ATP luminescence, 38.5C; percent above DMSO median, 100 means doubled. growth rescue, % at 18.8 µM. actives 1% (n = 320,000). AID 2716;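 active = every valid replicate shows activation above 250% relative to neutral control wells; inactive = the rest, any valid replicate at or below 250%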;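 also: OY570 slx delta 5 strain wells were the positive control but not used for scaling; some compounds called inactive have numbers as strong as hits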
# PKA-R1A activ – activators of PKA-R1A complex | PKA-R1A dissociation, Cy5-IP20 fluorescence polarization; scaled: DMSO 0%, 113 µM cGMP 100% | actives 0.083% (n = 340,000) | activation, % at 11.4 µM | P00514+P68181;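 active = percent activation above the mean of all tested compounds plus 3 SD, cut at about 19% in these data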;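 also: higher means more PKAc released from R1A so a rise in polarization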
# PKA-R2B act – activates the human PKA-R2B holoenzyme complex. actives 0.079% (n = 340,000). activation, % at 11.4 µM. PKA-R2B holoenzyme dissociation, Cy5-IP20 fluorescence polarization; R2B truncated from residue 108, S112A mutant; 0% DMSO only, 100% 113 µM cGMP;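 active = activation above a cutoff set at the mean over all compounds plus 3 SD, cut at about 18% in these data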;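 also: higher means more holoenzyme dissociation and a rise in polarization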
# Target sequence (P31323 whole entry, looked up, other chains not shown, the tested form may be a part): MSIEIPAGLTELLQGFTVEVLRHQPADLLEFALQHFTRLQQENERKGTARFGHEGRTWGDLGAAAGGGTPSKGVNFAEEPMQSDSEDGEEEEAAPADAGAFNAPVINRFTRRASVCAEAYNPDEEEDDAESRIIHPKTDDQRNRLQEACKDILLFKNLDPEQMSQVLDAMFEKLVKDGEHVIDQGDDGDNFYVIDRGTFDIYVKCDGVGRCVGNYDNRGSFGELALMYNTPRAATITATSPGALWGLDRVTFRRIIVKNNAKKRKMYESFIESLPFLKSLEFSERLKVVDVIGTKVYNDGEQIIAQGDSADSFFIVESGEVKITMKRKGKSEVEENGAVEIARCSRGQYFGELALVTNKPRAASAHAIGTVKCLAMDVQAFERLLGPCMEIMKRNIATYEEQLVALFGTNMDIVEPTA
# Pemphigus Ab inh – human desmoglein-3 autoantibody binding inhibition. AID 588358. DSG3-coupled beads, scFv-anti-DSG3-GFP binding, flow cytometry; active compounds read low. binding (percent of control), % at 10 µM. P32926. actives 0.48% (n = 310,000);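 active = binding more than 3 SD below its plate's average and above zero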;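 also: hits lower antibody fragment binding to DSG3; some compounds called inactive have numbers as strong as hits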
# Arr AP2 block – inhibitors of human beta-arrestin and AP2 interaction | AID 504490 | actives 0.31% (n = 340,000) | inhibition, % at 10 µM | FITC-arrestin peptide / GST-AP2 beads, flow cytometry; AP2 beta2 appendage carries R879A mutation;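 active = inhibition above a set limit, near 3 SD of compounds lacking own fluorescence, cut at about 54% in these data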;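 also: plate controls were DMSO wells for no effect and 5 µM unlabelled arrestin peptide for full effect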
#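 System: GST-tagged AP2 beta2-adaptin appendage (R879A) on 4 µm glutathione beads / Reagent: FITC-arrestin peptide, 50 nM / Detection: HyperCyt-sampled flow cytometry, FL1 channel, ex 488/em 535 nm / Timing: 12 min plus 1 h, RT / Buffer or medium: PBS plus Tween 20 (0.05%) and BSA (0.1%)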
# SR-BI DiI inh – mouse SR-BI HDL lipid transfer inhibition; Q61009; actives 0.96% (n = 320,000); inhibition, % at 12.5 µM; ldlA[mSR-BI] CHO cells, DiI-HDL uptake fluorescence, 3 h;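 active = mean replicate inhibition of at least 70% and a set share of replicates each scoring 70 or more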;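 also: 0% = median of neutral control wells and 100% = median of positive control wells; values of inactives mirror those of a sister screen read the other way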
# Target sequence (Q61009 whole entry, looked up): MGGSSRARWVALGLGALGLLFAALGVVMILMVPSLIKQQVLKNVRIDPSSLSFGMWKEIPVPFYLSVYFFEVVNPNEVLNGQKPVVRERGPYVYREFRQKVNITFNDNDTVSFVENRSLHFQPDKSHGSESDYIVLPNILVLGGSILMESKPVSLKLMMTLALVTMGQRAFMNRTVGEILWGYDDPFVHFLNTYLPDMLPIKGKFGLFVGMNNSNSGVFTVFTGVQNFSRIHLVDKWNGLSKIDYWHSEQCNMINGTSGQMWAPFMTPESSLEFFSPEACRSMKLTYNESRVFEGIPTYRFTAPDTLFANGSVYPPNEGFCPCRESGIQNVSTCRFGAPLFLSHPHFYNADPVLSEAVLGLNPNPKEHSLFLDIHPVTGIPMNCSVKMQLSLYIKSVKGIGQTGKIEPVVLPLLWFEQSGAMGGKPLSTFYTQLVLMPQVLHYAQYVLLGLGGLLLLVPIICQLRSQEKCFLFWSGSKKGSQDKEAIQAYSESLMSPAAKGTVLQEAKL
# CDK5 p35 inh – CDK5/p35 (human) kinase inhibition; inhibition, % at 10 µM; AID 488839; Recombinant CDK5/p35, ADP-Glo luminescence, 60 min; actives 0.01% (n = 330,000);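 active = highest replicate inhibition of at least 50% and at least 75% of replicates reaching 50%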;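 also: plate controls were DMSO neutral control for no effect and GW8510 at 10 µM for full effect; many of its hits are not listed in these tables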
# MITF TRPM1 HTS – increases MITF-driven TRPM1 promoter luciferase signal; SK-MEL-5 TRPM1-promoter luciferase, 24 h; % of positive control, neutral wells = 0; activation, % at 12.5 µM; actives 0.75% (n = 300,000); AID 588334;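 active = mean activation of at least 80% with every replicate also reaching 80%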;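 also: 0% = neutral control wells and 100% = parthenolide positive control wells; values of inactives mirror those of a sister screen read the other way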
# dFosB activator – activators of mouse delta FosB homodimer | activation, % at 25 µM | P13346 | actives 0.99% (n = 340,000) | purified delta FosB, TAMRA-CDK5 oligo fluorescence polarization; percent of positive-control signal above neutral wells | AID 493131;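 active = mean activation above about 17%, with every replicate also reaching it, limit read from the data, passing the limit was not always enough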;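 also: fluorescence polarization rise as delta FosB binds a TAMRA Cdk5 AP-1 oligo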
# NSD2 HMT inh – inhibitors of human histone methyltransferase NSD2; O96028; NSD2 peptide methylation, AlphaScreen, 120 min; inhibition, % at 12.5 µM; actives 0.54% (n = 310,000); AID 743445; in the data active = inhibition above about 50%
# * = called active by the depositor; i = inactive; nt = no result given. A portion of the library; rates above refer to the full screens.
Structure	SR-BI DiI inh	Pemphigus Ab inh	NSD2 HMT inh	MITF TRPM1 HTS	SR-BI DiI-HDL act	Arr AP2 block	PKA-R1A activ	CDK5 p35 inh	Mot1-301 SUMO	PKA-R2B act	dFosB activator
Cn1c(O)c(C=NCCOc2ccc(Cl)cc2)c(=O)n(C)c1=O	9	91	-2	4	-9	32	4	0.1	10	-5	-1
CCCCCCN1CCN(c2ccccc2Cl)CC1	-19	94	1	8	19	20	-9	0.2	5	-2	-9
COC(=O)C(O)(c1ccc(N=Cc2ccccc2O)c(C)c1)C(F)(F)F (centres undefined)	11	86	-1	11	-11	10	1	-0.4	0	-4	-2
c1ccc(CN2CCNCC2)nc1	-26	102	-2	7	26	7	-14	0.8	8	6	-2
CCOC(=O)N(c1ccccc1)P1(=S)OCC(C)O1 (centres undefined)	-20	122	-1	8	20	-3	-13	-1.0	2	-3	-6
CCCCn1c(=O)c(C(=O)NCc2ccccc2)c(O)c2ccccc21	27	127	-1	nt	-27	-1	1	0.2	297	4	-19
Cc1cc(OCC(=O)N[C@@H](Cc2ccccc2)C(=O)O)c2c3c(c(=O)oc2c1)CCC3	-8	108	nt	3	8	21	0	2.5	2	2	-7
CCOc1cc(/C=C2/C(=O)NC(=O)N(c3ccc(CC)cc3)C2=O)ccc1OC(=O)c1cccs1	-21	100	6	-17	21	24	-11	-0.5	0	-6	-16
O=C1NC(=O)C(=CN2CCc3ccccc32)C(=O)N1	-17	101	12	0	17	-17	6	0.3	247	13	-2
C/C(=N\Nc1ccccc1)c1c(O)n(C)c(=O)n(C)c1=O	18	106	0	-2	-18	-5	-3	1.0	23	5	-6
CCCCNC(=O)NC(C(N)=O)P(=O)(OCC)OCC (centres undefined)	-13	94	-3	3	13	-17	-6	-1.8	-15	4	-1
CCn1cc(CN2CCCC(C(=O)c3sccc3C)C2)cn1 (centres undefined)	-18	100	0	-3	18	-8	-4	-0.6	i	1	3
CC(=NCCN1CCOCC1)c1c(O)n(Cc2ccccc2)c(=O)[nH]c1=O	-18	103	0	6	18	10	-1	-2.1	5	-4	-3
Cc1cc(C=C2C(=O)NC(=O)NC2=O)c(C)n1-c1ccc2c(c1)OCO2	8	114	20	10	-8	-4	-11	3.2	-10	-7	-5
Nc1c(C(=O)NCc2ccco2)c2nc3ccccc3nc2n1CCN1CCOCC1	-23	95	5	-2	23	6	-1	-3.0	74	5	-1
CSC(=Nc1ccccc1)c1c(O)n(C)c(=O)n(C)c1=O	6	102	10	-2	-6	-9	-10	0.2	-7	-10	5
CCC1CN1P(=O)(Oc1ccc(Cl)cc1)N1CC1CC (centres undefined)	-19	90	-2	0	19	-10	-5	2.0	nt	2	-8
O=C1CN(O)C(c2ccccc2Cl)=c2cc(Br)ccc2=N1	-4	104	-1	-13	4	14	-6	-1.2	-7	5	-5
CCOP(=O)(OCC)C(NC(=O)CC(C)C)C(Cl)(Cl)Cl (centres undefined)	0	102	-1	-7	0	3	-7	0.1	-9	-5	7
O=C(NCc1ccc(C(=O)N2CCC3(CC2)OCCO3)cc1)c1cccc(Br)c1	-15	105	2	1	15	2	6	-3.9	20	-6	-7

# In a second layout: two of the compounds above.
> CCOP(=O)(OCC)C(NC(=O)CC(C)C)C(Cl)(Cl)Cl (centres undefined)
  SR-BI DiI inh: 0 | Pemphigus Ab inh: 102 | NSD2 HMT inh: -1 | MITF TRPM1 HTS: -7 | SR-BI DiI-HDL act: 0 | Arr AP2 block: 3 | PKA-R1A activ: -7 | CDK5 p35 inh: 0.1 | Mot1-301 SUMO: -9 | PKA-R2B act: -5 | dFosB activator: 7

> O=C(NCc1ccc(C(=O)N2CCC3(CC2)OCCO3)cc1)c1cccc(Br)c1
  SR-BI DiI inh: -15 | Pemphigus Ab inh: 105 | NSD2 HMT inh: 2 | MITF TRPM1 HTS: 1 | SR-BI DiI-HDL act: 15 | Arr AP2 block: 2 | PKA-R1A activ: 6 | CDK5 p35 inh: -3.9 | Mot1-301 SUMO: 20 | PKA-R2B act: -6 | dFosB activator: -7

# Compounds from the list above that have a carbonyl joined to an NH by a bond outside any ring, in the order listed:
Structure	SR-BI DiI inh	Pemphigus Ab inh	NSD2 HMT inh	MITF TRPM1 HTS	SR-BI DiI-HDL act	Arr AP2 block	PKA-R1A activ	CDK5 p35 inh	Mot1-301 SUMO	PKA-R2B act	dFosB activator
CCCCn1c(=O)c(C(=O)NCc2ccccc2)c(O)c2ccccc21	27	127	-1	nt	-27	-1	1	0.2	297	4	-19
Cc1cc(OCC(=O)N[C@@H](Cc2ccccc2)C(=O)O)c2c3c(c(=O)oc2c1)CCC3	-8	108	nt	3	8	21	0	2.5	2	2	-7
CCCCNC(=O)NC(C(N)=O)P(=O)(OCC)OCC (centres undefined)	-13	94	-3	3	13	-17	-6	-1.8	-15	4	-1
Nc1c(C(=O)NCc2ccco2)c2nc3ccccc3nc2n1CCN1CCOCC1	-23	95	5	-2	23	6	-1	-3.0	74	5	-1
CCOP(=O)(OCC)C(NC(=O)CC(C)C)C(Cl)(Cl)Cl (centres undefined)	0	102	-1	-7	0	3	-7	0.1	-9	-5	7
O=C(NCc1ccc(C(=O)N2CCC3(CC2)OCCO3)cc1)c1cccc(Br)c1	-15	105	2	1	15	2	6	-3.9	20	-6	-7

# Next section
Structure	SR-BI DiI inh	Pemphigus Ab inh	NSD2 HMT inh	MITF TRPM1 HTS	SR-BI DiI-HDL act	Arr AP2 block	PKA-R1A activ	CDK5 p35 inh	Mot1-301 SUMO	PKA-R2B act	dFosB activator
O=C1CN(O)C(c2ccccc2)=c2cc(Br)ccc2=N1	-23	99	-1	5	23	-4	-1	0.0	-1	-4	-1
CCN1CCN(C(=O)Cc2ccc(C)cc2)CC1	-23	112	4	5	23	33	10	-0.1	-3	0	4
CC(=NCCCn1ccnc1)c1c(O)n(-c2ccccc2)c(=O)[nH]c1=O	-11	nt	6	3	11	-1	0	0.6	-12	1	-1
CCC(C)N1Cc2ccccc2C1=N (centres undefined)	-27	95	2	8	27	11	-15	1.2	10	-6	2
CN1CCN(c2c(N)c(=O)oc3ccccc23)CC1	-22	97	4	-8	22	0	-7	-1.2	0	0	1
COC(=O)C1=C(c2ccc(F)cc2OCc2ccccc2)C[C@@H]2CC[C@H]1N2C(=O)NCc1ccc(C(F)(F)F)cc1	24	94	nt	-11	-24	-2	3	-0.5	11	-1	0
COC(=O)C1=C(c2cccc(OCc3ccccc3)c2)C[C@@H]2CC[C@H]1N2C(=O)NCc1ccc(OC)c(OC)c1	65	112	nt	-6	-65	-5	7	0.0	5	-7	4
N#Cc1cc2c(nc1SCC(=O)Nc1cc(Cl)cc(Cl)c1)C1CCN2CC1	57	117	3	25	-57	-3	-2	2.7	-13	-6	-1
O=C1NC(=O)N(c2cccc(Br)c2)C(=O)/C1=C/c1ccsc1	-5	85	nt	-11	5	1	6	-11	5	-15	-6
C=Cc1ccc(Cn2c(C(=O)O)c(C=O)c3ccccc32)cc1	-18	107	9	0	18	-24	-7	-1.1	-20	-7	4
CCN(CC)CCN1Cc2ccccc2C1=N	-14	130	9	16	14	7	0	0.1	-14	7	-6
NS(=O)(=O)c1ccc(N=Nc2c(O)[nH]c(=S)[nH]c2=O)cc1	nt	89	3	-3	nt	-2	8	0.4	-6	2	-5
O=C(COC(=O)Cc1ccccc1)Nc1ccc(F)cc1	-6	91	-4	-5	6	-3	-9	-1.2	0	1	5
C=CCN(CC=C)C(=O)Nc1ccc(OCC)cc1	-7	106	-2	-2	7	nt	-5	0.8	9	0	-6
C[C@]12CC[C@@H](O)CC1=CC(=O)C1C2CC[C@]2(C)C(=O)CCC12 (some centres undefined)	-9	92	1	-2	9	-4	5	0.1	-32	-9	0
COc1ccc2c(c1)CC1(CN2C)C(=O)NC(=O)N(CCc2ccccc2)C1=O (centres undefined)	18	nt	9	nt	1	19	-8	-0.8	156	4	-11
Cc1oc(-c2ccccc2F)nc1CS(=O)CC(=O)N1CCC2(CC1)OCCO2 (centres undefined)	-8	100	nt	nt	8	33	2	-1.1	-15	-9	3
O=C(c1cc(S(=O)(=O)N2CCOCC2)ccc1F)N1CCC2(CC1)OCCO2	nt	104	nt	6	nt	-2	-12	-2.3	0	-2	-1
O=C(Nc1nc(-c2ccccc2)c(-c2ccccc2)s1)c1ccc(S(=O)(=O)N(CCCl)CCCl)cc1	23	94	-1	-2	-23	3	-2	0.3	249	-9	-11
CCOc1ccc(Cl)cc1CNCCc1ccccc1F	nt	102	nt	9	nt	5	-10	-0.3	-16	-7	-9

# Later entries
Structure	SR-BI DiI inh	Pemphigus Ab inh	NSD2 HMT inh	MITF TRPM1 HTS	SR-BI DiI-HDL act	Arr AP2 block	PKA-R1A activ	CDK5 p35 inh	Mot1-301 SUMO	PKA-R2B act	dFosB activator
CCC(=O)c1cn(Cc2ccccc2C#N)c2ccccc12	-7	101	-4	-11	7	-5	2	1.1	5	-11	-1
O=S(=O)(c1ccc(Cl)cc1)N1CC1c1ccccc1 (centres undefined)	-17	99	-1	5	17	29	-21	-0.2	233	1	4
COC(=O)C1=C(c2cccc(OC)c2OC)C[C@@H]2CC[C@H]1N2C(=O)NCCS(C)=O (some centres undefined)	-7	106	nt	4	7	21	2	-2.2	0	-3	0
CC(/C=C(\C)Nc1ccccc1)=Nc1ccccc1	-16	98	-15	2	16	14	-3	-0.5	-4	-3	-5
CC(C)(C)NC(=S)N1CCn2cccc2C1c1cccnc1 (centres undefined)	-2	117	-3	2	2	-8	0	0.7	8	10	4
Cc1ccc2c(c1)N(CCC(=O)N1CCC3(CC1)OCCO3)C(=O)CO2	8	107	-1	11	-8	-5	2	-16	-8	-4	1
Cc1cc(NC(=O)COC(=O)c2c(C)nn(Cc3ccccc3)c2C)no1	3	102	-1	-5	-3	14	4	1.7	-15	8	-2
O=C(COc1ccccc1F)N1CCN(CCN2C(=O)c3cccc4cccc(c34)C2=O)CC1	22	112	-1	-2	-22	-19	12	-2.4	-7	-3	-7
C#CCOc1ccc2c(c1)c(C(C)=O)c(C)n2Cc1ccccc1	-10	110	-3	nt	10	-2	-4	2.2	-6	-5	-3
COc1ccc2c(c1)c(C(=O)C(C)N1CCCCC1)c(C)n2C (centres undefined)	-2	96	1	4	2	-19	-2	0.0	-11	-10	-5
